# Compound activity: PubChem BioAssay, National Center for Advancing Translational Sciences (NCATS)
# Imprint erasure – induces erasure of genomic imprints in mouse ES cells. mouse ES Peg3-LacZ reporter, beta-gal luminescence, 40 h. AID 1948. Potency, µM (doses to about 60.7 µM), for the others: at the top dose activity change, positive = activation, actives largely listed as activators. actives 0.02% (n = 110,000);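 also: 0% = negative control wells on the plate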
#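 Gelatin-coated wells received 300 freshly trypsinized female ES cells with a Peg3LacZ-Neo reporter on the maternal allele, then incubated 40 hours at 37C. BetaGlo was added for 5 minutes at room temperature before a single luminescence read.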
# p53ts 32C tox – cytotoxicity in p53ts cells at permissive temperature. H1299-p53A138V at 32C, ATP luminescence viability, 24 h. Potency, µM (series often up to 46.1 µM), for inactives: at the highest dose activity change, negative = cytotoxicity, actives largely listed as cytotoxic. actives 0.93% (n = 130,000). AID 924;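 also: 0% = DMSO and -100% = full killing by reference compound; nearly all actives have a fitted effect of over 55% in size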
#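 H1299-p53 A138V cells (temperature-sensitive p53) exposed 24 h to up to 46 uM compound at 32C, where p53 is wild-type in conformation. Viability read as ATP luminescence and normalised to DMSO and 100 uM tamoxifen. AC50 fitted with the Hill equation.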
# IkB sig inh – suppresses IkB signaling in ABC-DLBCL reporter cells; ABC-DLBCL IkBa-CBG/CBR dual luciferase ratio, 4 h; response scale: scaled: untreated 0%, proteasome inhibitor 100%; Potency, µM (series often up to 57.1 µM), without a hit: at the highest dose IkBa stabilization activation; actives 0.04% (n = 110,000); AID 445; active = well fitted curve in the direction sought with a large enough effect in the signal ratio, not every such curve was filed as active; inconclusive = small, poorly fitted or top-dose-only effect, or a change in a side signal; the % refers to the signal ratio;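 also: the direction sought is a rising ratio; 0% = basal untreated cells and 100% = reference inhibitor full response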
#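 Curves were fitted separately to fusion (green), unfused (red) and ratio luminescence, then classed by r2, magnitude and activity. Cells: OCI-Ly3, 4 h compound plus doxycycline at 37C; 10 uM MG-132 defined full response.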
# p53ts 39C tox – kills p53ts cells at the nonpermissive temperature. H1299-p53A138V viability at 39C, ATP luminescence, 24 h. Potency, µM (highest dose often 46.1 µM), for the others: at the highest dose activity change, negative = cell killing, usual class: cytotoxic. actives 1.5% (n = 130,000). AID 902; also: nearly all actives have a fitted effect of over 55% in size
# An asterisk follows results filed as active; ? = inconclusive; / = not tested or not shown; [ ] = dose if it differs, or a comment. Unless noted, calls follow the shape of the dose curve; as a rule, active = well fitted curve in the direction sought with a large enough effect; inconclusive = small, poorly fitted or top-dose-only effect, or another doubt; inactive = no such curve, though single readings can be large; an effect the other way counts as inactive or inconclusive. Unless noted, % is scaled to controls: 0 for no effect and ±100 for the full control effect; potency is read from the fitted curve at half-maximal effect.
SMILES,Imprint erasure,p53ts 32C tox,IkB sig inh,p53ts 39C tox
CCc1sc(Nc2cccc(Cl)c2)nc1-c1cc2cccc(OC)c2oc1=O,25.2%[10.9 µM],-7.2%,?,-22.7%
O=C(Nc1ccc2nc3ccccc3nc2c1)c1ccccc1,/,?,/,10µM*
N#Cc1ccccc1OCCN1C(=O)c2ccccc2C1=O,-4.9%,1.2%,-0.2%,10.4%
CCOC(=O)Nc1cc2c(cc1C(C)=O)OCO2,-2.0%,-1.2%,-0.1%,15.2%
CCOC(=O)c1cccc(N2C(=O)c3ccccc3S2(=O)=O)c1,-9.5%,2.1%,1.6%,4.8%
CSc1cccc(NC(=O)C2CCN(S(=O)(=O)c3ccc4c(c3)CCCN4C(=O)C3CCC3)CC2)c1,-5.8%[10.9 µM],-8.9%,0.7%,-17.2%
CCN(CC)S(=O)(=O)c1cc(C(=O)OCC(=O)c2ccc3c(c2)NC(=O)CO3)ccc1F,-5.6%,-3.7%,?,-15.2%
COc1ccc(-c2nc3ccccc3o2)cc1NC(=O)c1cc(Br)ccc1OC,24.9%[10.9 µM],11.1%,?,7.2%
Ic1ccc(N2CCN(Cc3c[nH]c4ncccc34)CC2)cc1,-23.3%,-11.4%,-9.3%,-1.4%
O=C(CN1CC(=O)Oc2ccccc21)NCc1ccco1,-3.0%,-19.3%,15.1%,-2.8%
c1ccc(C(Cc2nc(-c3ccncc3)no2)c2ccccc2)cc1,-26.0%,0.6%,?,-5.7%
CCOc1ccc(NC(=O)C2CCCN(S(=O)(=O)c3cccc4nonc34)C2)cc1 (configuration not stated),-6.3%[10.9 µM],13.2%,?,-4.4%
O=C(Nc1ccccc1C(=O)N1CCNCC1)c1ccco1,/,-2.4%,/,32.3%
O=C(c1cc2nc(-c3ccco3)cc(C(F)(F)F)n2n1)N1CCN(c2ccc(F)cc2)CC1,-16.6%,3.6%,?,19.8%
CC(C)c1ccc(-c2noc(SCC(=O)N3CCN(c4ccc(F)cc4)CC3)n2)cc1,-11.4%[10.9 µM],-5.6%,-0.2%,0.0%
CCCCn1c(SCC(N)=O)nnc1-c1cc(OC)c(OC)c(OC)c1,3.8%,12.5%,0.8%,-7.0%
O=C(c1ccc2c(c1)N(Cc1ccc(Cl)cc1)C(=O)c1ccccc1S2(=O)=O)N1CCCCCC1,-8.6%[10.9 µM],19.2%,?,-13.5%
CCOc1ccc2ccccc2c1/C=N/NC(=O)CNC(=O)C(c1ccccc1)c1ccccc1,/,16.5%,/,-21.5%
OC(CN1C2=NCCN2c2ccccc21)c1ccccc1 (configuration not stated),-13.2%,-9.5%,-0.9%,-15.2%
O=C(Cn1ncc2c1-c1ccccc1OC2)Nc1ccc(Cl)cn1,-2.0%,4.3%,?,5.9%

# Entries from the list above that have fluorine, in the order listed:
SMILES,Imprint erasure,p53ts 32C tox,IkB sig inh,p53ts 39C tox
CCN(CC)S(=O)(=O)c1cc(C(=O)OCC(=O)c2ccc3c(c2)NC(=O)CO3)ccc1F,-5.6%,-3.7%,?,-15.2%
O=C(c1cc2nc(-c3ccco3)cc(C(F)(F)F)n2n1)N1CCN(c2ccc(F)cc2)CC1,-16.6%,3.6%,?,19.8%
CC(C)c1ccc(-c2noc(SCC(=O)N3CCN(c4ccc(F)cc4)CC3)n2)cc1,-11.4%[10.9 µM],-5.6%,-0.2%,0.0%

# (cont.)
SMILES,Imprint erasure,p53ts 32C tox,IkB sig inh,p53ts 39C tox
CCOc1cccc(C2c3[nH]c4ccccc4c3CCN2C(=O)Cc2cccc(OCC)c2OCC)c1 (configuration not stated),-18.5%[10.9 µM],8.2%,?,-2.6%
CCCCOc1ccc(C(=O)N/C(=C\c2ccc(Br)cc2)C(=O)NC2CCCCC2)cc1,-14.8%[10.9 µM],11.4%,?,10.4%
COc1ccccc1NS(=O)(=O)c1ccc(C(=O)OCC(=O)NCc2ccco2)cc1,-3.9%,-0.4%,4.8%,-4.4%
Cc1ccc2nc3c(cc(C#N)c(=O)n3-c3nnc(SCc4ccc(F)cc4)s3)c(=O)n2c1,7.1%[10.9 µM],7.5%,-1.8%,0.4%
O=C(CNS(=O)(=O)c1cccc2nsnc12)NCc1ccc(Cl)cc1,-22.7%,18.7%,-0.9%,-3.9%
O=S(=O)(NC1CCCC1)c1ccc(S(=O)(=O)N(Cc2cccs2)CC2CCCO2)cc1 (configuration not stated),/,26.5%,5.0%,27.2%
COc1ccc(-c2nc3ccc(NS(=O)(=O)c4ccccc4)cc3o2)cc1,-12.9%[10.9 µM],?,?,-10.0%
CCCCCNC(=O)CCCCCn1c(=O)[nH]c2ccsc2c1=O,1.4%[10.9 µM],-0.4%,?,23.0%
CCC(=O)Nc1ccc(Cl)c(-c2nc3ccccc3[nH]2)c1,-6.9%[10.9 µM],11.6%,?,-1.3%
COc1ccccc1C1c2c(-c3ccc(Cl)cc3)n[nH]c2C(=O)N1c1ccc(C)cc1 (configuration not stated),-6.0%[10.9 µM],27.3%,?,?
CCOC(=O)N1CCN(C(=O)CN(c2cc(Cl)ccc2OC)S(=O)(=O)c2ccccc2)CC1,-5.5%,7.8%,0.8%,9.8%
CS(=O)(=O)N1CCC2(CCN(c3ccccn3)CC2)CC1,/,0.8%,-1.6%[11.4 µM],-4.6%
COc1cccc(C(=O)N(CN2CCCC2=O)c2cccc(Cl)c2)c1OC,-13.8%,10.2%,-0.8%,-5.1%
CC(C)Cn1c(=O)c2sccc2n2c(CCCC(=O)NCc3ccccc3Cl)nnc12,7.9%[10.9 µM],-6.1%,-0.5%,-2.3%
Cc1cc(C(=O)Nc2sc(C)c(C)c2C#N)no1,-33.2%[inhibitor],?,1.3%,-25.5%
CCN(CC)C(=O)CCCOc1ccc(Cl)cc1Cl,/,-6.7%,/,-12.2%
O=P(O)(COc1ccccc1)COc1ccccc1,/,5.6%,/,-1.7%
COc1ccc(CNC(=O)CSCc2nc(-c3ccccc3F)oc2C)cc1,-11.0%[10.9 µM],-5.4%,?,-20.8%
Cc1cc2ccccc2c(=O)n1CC(=O)N1CCN(c2cccc(Cl)c2)CC1,6.3%,5.5%,0.1%,5.2%
COC(=O)c1ccccc1NC(=O)Nc1cccc(OCc2cc(=O)n3cccc(C)c3n2)c1,-18.5%[10.9 µM],2.8%,0.2%,-25.5%

# Reformatted as labelled records: part of the list above
canonical_smiles: O=S(=O)(NC1CCCC1)c1ccc(S(=O)(=O)N(Cc2cccs2)CC2CCCO2)cc1 (configuration not stated)
  Imprint erasure = / | p53ts 32C tox = 26.5% | IkB sig inh = 5.0% | p53ts 39C tox = 27.2%

canonical_smiles: COc1ccccc1C1c2c(-c3ccc(Cl)cc3)n[nH]c2C(=O)N1c1ccc(C)cc1 (configuration not stated)
  Imprint erasure = -6.0%[10.9 µM] | p53ts 32C tox = 27.3% | IkB sig inh = ? | p53ts 39C tox = ?

canonical_smiles: Cc1ccc2nc3c(cc(C#N)c(=O)n3-c3nnc(SCc4ccc(F)cc4)s3)c(=O)n2c1
  Imprint erasure = 7.1%[10.9 µM] | p53ts 32C tox = 7.5% | IkB sig inh = -1.8% | p53ts 39C tox = 0.4%

canonical_smiles: O=P(O)(COc1ccccc1)COc1ccccc1
  Imprint erasure = / | p53ts 32C tox = 5.6% | IkB sig inh = / | p53ts 39C tox = -1.7%

# (cont.)
SMILES,Imprint erasure,p53ts 32C tox,IkB sig inh,p53ts 39C tox
C=CCn1c(NC(C)c2cc(Cl)ccc2O)nc2ccccc21 (configuration not stated),-17.4%,2.2%,?,32.9%[activator]
NC(=O)CSc1ncc2c(n1)-c1ccccc1N(Cc1cccc(F)c1)S2(=O)=O,1.5%[10.9 µM],-3.9%,0.6%,-20.3%
CCOC(=O)c1c(C)c(C(=O)NCc2ccc(OC)cc2)c(C)n1CC,-8.3%[10.9 µM],8.0%,0.6%,-7.6%
O=C(CN1CCC(c2nc3ccccc3s2)CC1)NCc1cccs1,-8.4%,10.3%,?,-21.4%
COc1cc(NS(C)(=O)=O)ccc1Nc1c2ccccc2nc2ccccc12,-30.6%[inhibitor],?,-15.3%,?
CC(C)C(=O)Nc1ccc2nc(SCCOc3ccccc3)sc2c1,-18.7%[10.9 µM],-1.2%,-2.0%,-17.1%
Cc1cccn2c(=O)c3cc(C(=O)NCc4ccco4)c(=N)n(C(C)C)c3nc12,-10.6%,-5.1%,4.6%,7.2%
CCC(C)NC(=O)NC1C(NC(=O)NC(C)CC)N(C)C(=O)N1C (configuration not stated),/,15.4%,/,-2.3%
COc1cc(C2C(C#N)=C(N)OC3=C2C(=O)CCC3)ccc1OC(=O)N1CCOCC1 (configuration not stated),0.0%,-4.0%,1.0%,-11.7%
Cc1nc(NC2CCCCC2)c2nc(-c3ccccc3)n(CCN(C)C)c2n1,-7.5%,-8.4%,/,0.1%
COc1cc(NS(=O)(=O)c2c(C(=O)N3CCCCC3)c(C)n(C)c2C)cc(OC)c1OC,-8.3%[10.9 µM],8.4%,1.8%,-1.1%
Cc1cc(C(=O)COC(=O)c2ccc3c(c2)OCO3)c(C)n1Cc1cccs1,-28.6%,?,0.8%,?
COC(=O)c1cc2sc(C)cc2n1Cc1ccccc1,-3.8%[10.9 µM],-3.4%,0.3%,-19.1%
Cc1ccc(C)c(Cn2nnc3c(=O)[nH]c(C4CCN(C(=O)c5cccs5)CC4)nc32)c1,-13.0%,3.3%,4.4%,6.3%
Cc1ccc(-n2c(=O)c3oc4ccccc4c3n(CC(=O)Nc3ccc(F)c(Cl)c3)c2=O)cc1C,15.0%[10.9 µM],12.9%,?,-10.4%
CC(CCc1ccccc1)NC(=O)c1ccncc1 (configuration not stated),6.3%,-1.4%,1.1%,19.7%
Oc1[nH]c2ccccc2c1C=Nc1ccc2c(c1)OCO2,/,-19.7%,/,?
COc1ccccc1S(=O)(=O)Cc1ccc(C(=O)NCCN(C)C)o1,-1.7%,-2.2%,0.5%,7.5%
COc1ccc2c(c1)-c1nc(NC(=O)c3cc(Cl)ccc3OC)sc1CC2,-3.4%[10.9 µM],-3.0%,40.7%,-10.8%
CCOCCCNC(=O)N1CCOCC1,-2.8%,10.5%,-0.3%,0.5%

# In the list so far, these have a cyano group:
SMILES,Imprint erasure,p53ts 32C tox,IkB sig inh,p53ts 39C tox
N#Cc1ccccc1OCCN1C(=O)c2ccccc2C1=O,-4.9%,1.2%,-0.2%,10.4%
Cc1ccc2nc3c(cc(C#N)c(=O)n3-c3nnc(SCc4ccc(F)cc4)s3)c(=O)n2c1,7.1%[10.9 µM],7.5%,-1.8%,0.4%
Cc1cc(C(=O)Nc2sc(C)c(C)c2C#N)no1,-33.2%[inhibitor],?,1.3%,-25.5%
COc1cc(C2C(C#N)=C(N)OC3=C2C(=O)CCC3)ccc1OC(=O)N1CCOCC1 (configuration not stated),0.0%,-4.0%,1.0%,-11.7%

# Remaining list, next part
SMILES,Imprint erasure,p53ts 32C tox,IkB sig inh,p53ts 39C tox
Oc1cc(O)c2c(c1)O[C@@H](c1ccc(O)c(O)c1)[C@H](O[C@@]1(c3cc(O)c(O)c(O)c3)Oc3cc(O)cc(O)c3[C@H](O)[C@@H]1O)C2,6.0%[10.9 µM],5.4%[9.22 µM],2.1%[11.4 µM],15.2%[9.22 µM]
Cc1cccc(-c2nc(Cn3c(SCc4cc(C)ccc4C)nc4ccncc43)c(C)o2)c1,-9.0%[10.9 µM],-13.4%,?,?
O=C(Cn1c(=O)c(CNc2ccccc2)cc2cc3c(cc21)OCCO3)Nc1ccccc1Cl,16.4%[10.9 µM],6.1%,7.0%,-22.8%
Cc1cc(C)cc(NC(=O)Cn2cc(C(=O)C3CCCCC3)c3ccccc32)c1,0.9%[10.9 µM],?,12.6%,10µM*
CCOC(=O)N1CCC(NC(=O)c2ccc3c(c2)N(Cc2ccccc2)C(=O)c2ccccc2S3=O)CC1 (configuration not stated),1.7%[10.9 µM],2.4%,2.4%,-11.5%
O=C(Cc1ccccc1)NC1CCS(=O)(=O)C1 (configuration not stated),/,-3.8%,/,5.7%
CCOC(=O)c1ccc(CN(Cc2ccc(C)cc2)S(=O)(=O)c2ccc(F)c(C(=O)Nc3ccc(C)c(F)c3)c2)cc1,-15.6%[10.9 µM],-1.9%,2.1%,-27.1%
COc1cc(OC)c2cc(-c3ccncc3)cnc2c1,-6.1%,-14.2%,1.1%,-28.5%
